Screens as filed in PubChem BioAssay.
DAX1 inh – NR0B1 (DAX1) inhibition | 340,000 compounds, 0.99% hits | inhibition, % at 6.75 µM | HEK293 Gal4-DAX1 luciferase reporter, luminescence;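 active means inhibition above the mean over all tested compounds plus 3 SD, cut at about 4.2% in these data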;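 further: 0% = DAX1-transfected cells with DMSO and 100% = empty-vector control cells with DMSO; inhibition shows as a rise in luminescence from relieved DAX1 repression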
Target sequence (P51843 207-470 limits assumed): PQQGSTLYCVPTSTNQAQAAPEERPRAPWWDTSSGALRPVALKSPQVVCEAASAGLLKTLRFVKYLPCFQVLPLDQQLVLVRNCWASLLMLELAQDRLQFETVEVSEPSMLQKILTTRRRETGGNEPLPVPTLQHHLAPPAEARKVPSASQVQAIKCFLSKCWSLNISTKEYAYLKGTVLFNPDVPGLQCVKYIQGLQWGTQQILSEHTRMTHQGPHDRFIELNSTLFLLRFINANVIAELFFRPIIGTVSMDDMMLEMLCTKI
GAA850 FXN act – activators of GAA850 frataxin (FXN) promoter; HEK293 lucGAA850 FXN promoter luciferase reporter, 24 h; percent of 10 µM SAHA response; activation, % at 6 µM; 360,000 compounds, 0.56% hits;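 active means activation above the average of all compounds screened plus 3 SD, cutoff fixed separately per campaign, cut at about 7.5% in these data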;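 further: 0% = DMSO wells and 100% = 10 µM SAHA wells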
Starred values were filed as active, the others as inactive. This is a subset (hit frequency here may not be typical).

SMILES	DAX1 inh	GAA850 FXN act
Brc1ccc(C2=Nn3c(nnc3-c3cccnc3)SC2)s1	-1.4	4.5
Oc1c(Cl)cc(CN2CCCCC2)c2cccnc12	-4.1	-1.1
Cc1ccc(C)n1-c1sccc1C(=O)O	-0.6	1.3
O=C(CSc1ccc(Cl)cc1)c1ccco1	-0.1	1.8
Cc1nc(N2CCN(C(=O)c3cccs3)CC2)c2c3c(sc2n1)CCCC3	-1.3	3.5
CCOc1nnnc2c1sc1nc(N3CCOCC3)c3c(c12)CCCC3	0.3	-2.3
COc1ccc(CNC(=O)Cc2cccs2)cc1	0.8	2.8
O=C(O)CC/C(=N\Nc1ccccc1[N+](=O)[O-])c1cccs1	1.6	-0.7
COCCN(C(=O)CSc1nnc(C)n1Cc1ccccc1)c1c(N)n(Cc2ccccc2)c(=O)[nH]c1=O	-0.3	0.4
Cn1c(=O)c2c(nc(N/N=C/c3ccc(OC(=O)c4ccco4)cc3)n2Cc2ccccc2Cl)n(C)c1=O	-1.4	-1.5
Cc1ccc2c(c1)NC(=O)C(CC(=O)Nc1ccc(CN3CCC(C)CC3)cc1)O2 (stereo not drawn)	1.8	-1.2
O=C(O)Cc1cccc(=O)c(O)c1C(=O)O	-0.1	1.2
CCCc1sc(N/N=C/c2ccccn2)nc1-c1ccc(F)cc1	1.0	-1.4
C#CC[N+]1(CC#Cc2ccc(C#CC[N+]3(CC#C)CCOCC3)cc2)CCOCC1	0.6	-0.3
Cc1cn([C@@H](CCCCNC(=O)OC(C)(C)C)C(=O)NCCCCCCCCCCC(=O)N2CCN(C(=O)OC(C)(C)C)CC2)nn1	-6.0	-6.9
O=C1[C@H]2CCC=C[C@H]2[C@H](c2cccc(Br)c2)N1Cc1ccccc1	-1.0	-0.1
CCOc1ccc(/C=C2\CCCc3c2nc2ccccc2c3C(=O)O)cc1OC	-0.1	-0.2
C[C@@H]1CN([C@@H](C)CO)C(=O)c2cc(NC(=O)Nc3ccccc3)ccc2O[C@H]1CN(C)C(=O)Nc1cccc2ccccc12	0.6	-1.3
CC(C)C(=O)NC(c1cccs1)c1cc([N+](=O)[O-])c2cccnc2c1O (stereo not drawn)	0.3	-0.6
Cn1c(=O)n(C)c2cc(NS(=O)(=O)c3ccccc3)ccc21	1.0	0.3

As a short view, some entries already given:
SMILES	DAX1 inh	GAA850 FXN act
Cc1nc(N2CCN(C(=O)c3cccs3)CC2)c2c3c(sc2n1)CCCC3	-1.3	3.5
CCOc1nnnc2c1sc1nc(N3CCOCC3)c3c(c12)CCCC3	0.3	-2.3

More structures
SMILES	DAX1 inh	GAA850 FXN act
O=C(CCN1C(=O)/C(=C/c2ccccc2)SC1=S)NCCc1ccc(O)cc1	0.0	-0.2
Cc1cc(C(C)(C)C)oc1C(=O)N(CC(=O)NC1CCCC1)c1cccc(C(F)(F)F)c1	-0.9	-1.8
NCCCC[C@@H]1NC(=O)[C@H](CCC(=O)O)NC(=O)c2cc([N+](=O)[O-])cc(I)c2NCC[C@@H](C(N)=O)NC1=O	0.1	1.1
Cc1cccc(-n2ncc3c2CCCC3NC(=O)CCCN2CCCCC2=O)c1C (stereo not drawn)	-0.6	2.2
O=C1/C(=C/c2ccc(N3CCOCC3)o2)SC(=Nc2ccccc2)N1CCc1c[nH]c2ccccc12	-4.9	-13.8
CN(Cc1ccccc1)C(=C(Cl)Cl)C(=C1NCCN1)[N+](=O)[O-]	0.1	1.4
O=C(c1cc2ccccc2oc1=O)N1CCN(c2ncccn2)CC1	0.5	2.1
CC1(OC(=O)C2CCCC2)C(=O)C=C2C=C(c3ccsc3)N(CCc3c[nH]c4ccccc34)C=C2C1=O (stereo not drawn)	-1.0	1.6
CCCN1CCc2c(sc3nc(SCC)n(-c4ccccc4)c(=O)c23)C1	1.6	1.0
CC(C)(C)NC(=O)C(c1ccc(-c2ccccc2)cc1)N(C[C@H]1CC[C@@H]([C@@H]2CC[C@H](CO)O2)O1)C(=O)c1ccc(-c2ccccc2)cc1 (stereo partly drawn)	-0.4	-1.6
COc1ccc(NS(=O)(=O)c2cccc(NC(=O)c3ccc(S(=O)(=O)N4CCCCCC4)cc3)c2)cc1	-4.7	-4.7
Cc1ccc(Cl)cc1N1CCN(C2CCCCC2NS(=O)(=O)c2ccccc2)CC1 (stereo not drawn)	1.5	1.6
Cc1ccc(NS(=O)(=O)c2ccc3c(c2)n(C)c(=O)n3C)cc1	1.0	-0.3
CC(=O)N1CCN(S(=O)(=O)c2cccc(C(=O)NNC(=O)COc3ccc(Cl)cc3C)c2)CC1	0.8	-0.9
O=C(c1noc2c1CCCC2)N1CCCC(N2CCN(c3ccccc3F)CC2)C1 (stereo not drawn)	-0.4	-0.1
Cc1ccc(NC(=O)C2SC(=Nc3ccccc3)C(C(=O)Nc3ccc(Cl)cc3)=C2N)cc1 (stereo not drawn)	0.6	1.5
O=C1CC(=C2c3ccccc3-c3ccccc32)C(=O)N1CCCCN1CCN(c2ccccc2)CC1	-1.6	-3.4
Cc1cc(C)n(-c2ccc(C(=O)OCC(=O)Nc3ccc(S(=O)(=O)N4CCCCC4)cc3)cc2)n1	0.6	0.1
CC1CC(C)(C)N2C(=O)C3(Nc4ccccc4S3)c3cccc1c32 (stereo not drawn)	-0.8	-1.6
CN(CCO)CC(O)Cn1cnc2c1c(=O)n(C)c(=O)n2C (stereo not drawn) (tested in a mixture with another compound)	1.4	-0.7

3 entries from above, set out differently.
| Structure | DAX1 inh | GAA850 FXN act |
| --- | --- | --- |
| Cc1ccc(NC(=O)C2SC(=Nc3ccccc3)C(C(=O)Nc3ccc(Cl)cc3)=C2N)cc1 (stereo not drawn) | 0.6 | 1.5 |
| COc1ccc(NS(=O)(=O)c2cccc(NC(=O)c3ccc(S(=O)(=O)N4CCCCCC4)cc3)c2)cc1 | -4.7 | -4.7 |
| O=C1CC(=C2c3ccccc3-c3ccccc32)C(=O)N1CCCCN1CCN(c2ccccc2)CC1 | -1.6 | -3.4 |

3 compounds drawn at random from the list so far:
SMILES	DAX1 inh	GAA850 FXN act
CN(CCO)CC(O)Cn1cnc2c1c(=O)n(C)c(=O)n2C (stereo not drawn) (tested in a mixture with another compound)	1.4	-0.7
CC1CC(C)(C)N2C(=O)C3(Nc4ccccc4S3)c3cccc1c32 (stereo not drawn)	-0.8	-1.6
Cc1ccc(NS(=O)(=O)c2ccc3c(c2)n(C)c(=O)n3C)cc1	1.0	-0.3

(more compounds)
SMILES	DAX1 inh	GAA850 FXN act
CN1OC[C@@H]2CN[C@H](c3ccc(-c4cc5ccccc5o4)cc3)C[C@@H]21	-5.1	-14.3
COc1ccc(-c2oc3ncnc(NCCN4CCOCC4)c3c2-c2ccc(OC)cc2)cc1	0.1	2.0
COc1ccc(Cl)cc1NC(=O)c1noc(C)c1[N+](=O)[O-]	0.1	4.4
COc1ccc(-c2nnc(NC(=O)c3ccc(S(=O)(=O)N4CCCc5ccccc54)cc3)o2)cc1	1.1	-1.6
COc1cccc(C2CC(c3cccs3)=NN2C(=O)CSc2nc3c(cnn3-c3ccc(F)cc3)c(=O)[nH]2)c1OC (stereo not drawn)	1.0	1.2
O=C(NCC(c1cccs1)N1CCOCC1)c1cccnc1 (stereo not drawn)	-0.4	0.9
CC(C)CC(=O)/C(=C\c1ccc(Cl)cc1Cl)n1cncn1	-4.4	-17.9
CC1(c2nnc(Cc3ccccc3)o2)CC(c2ccccc2[N+](=O)[O-])=NO1 (stereo not drawn)	-0.3	0.9
Cc1cc(C)n2nc3nc(N4CCCCC4)nc(-c4ccco4)c3c2n1	0.5	1.0
CC(=O)n1c2ccccc2c2nc3ccccc3nc21	2.3	2.4
NC1=NC[C@@H](CC2CCCCC2)N1CCc1cc(C(F)(F)F)cc(C(F)(F)F)c1	-1.3	-2.6
CC(C(=O)Nc1ccc(C(=O)O)c(O)c1)N1C(=O)/C(=C\c2ccco2)SC1=S (stereo not drawn)	-0.1	0.3
O=C1c2ccccc2C(=O)N1CSc1nnc2c3ccccc3n(CCc3ccccc3)c2n1	1.2	-0.3
N=C1C(c2nc3ccccc3c(=O)[nH]2)=C(O)CN1CCc1ccccc1	-0.1	-0.7
COc1ccc(CC(=O)N2CCc3cc(OC)c(OC)cc3C2C)c(OC)c1 (stereo not drawn)	-1.2	0.2
COc1ccc(-c2nc3ccccc3c(C(=O)Nc3ccc(S(=O)(=O)Nc4cc(C)on4)cc3)c2C)cc1	-0.5	-5.2
Cc1noc(C)c1CSc1nc2ccccc2nc1NS(=O)(=O)c1ccc(Cl)cc1	-1.2	0.5
COc1cccc(/C=N/NC(=O)c2c(C)nc3ccc(Br)cn23)c1O	-4.0	-11.2
Cc1onc(-c2ccccc2Cl)c1C(=O)NCCn1c(C)cc2ccccc21	0.5	-0.6
COc1ccccc1[C@@H]1C(c2cccc(Cl)c2)=NN(c2ccccc2)[C@H]1C(=O)N1CCOC1=O	0.0	2.8
Cc1cc(NC(=O)c2ccc3c(c2)OCCO3)no1	-3.5	0.4
C[C@H](CO)N1C[C@H](C)[C@@H](CN(C)CC2CCCCC2)Oc2c(NS(=O)(=O)c3cccs3)cccc2C1=O	0.1	-3.2
COc1ccc(C2/C=C\CN(C(=O)Nc3ccccc3-c3ccccc3)CC(=O)N2Cc2ccc(F)cc2)cc1 (stereo not drawn)	-1.6	-3.8
Cc1ccc(-n2nc3c(=O)n(C(C)C(=O)NCCc4cccs4)nc(C)c3c2C)cc1 (stereo not drawn)	-1.2	0.2
CC(=O)n1nc2nc(C)cc(C)c2c1N	-1.4	-0.5
COc1ccc(CNC(=O)c2ccc3c(=O)n(-c4ccccc4)c(=O)[nH]c3c2)cc1	-0.8	-0.5
CCc1ccc(S(=O)(=O)/N=C2\C=C(Nc3ccc(O)cc3)C(=O)c3ccccc32)cc1	-5.2	-12.8
CC1(N2CCOCC2)CC2(O)C(=[N+]1[O-])CCc1c2no[n+]1[O-] (stereo not drawn)	1.1	3.3
Cc1cc(C)c2c(=O)n(CC(=O)NCCCN3CCOCC3)sc2n1	1.6	-1.5
O=C(O)CN1C(=O)/C(=C\c2cc(Br)ccc2OCc2ccc(Cl)cc2Cl)SC1=S	-1.1	1.6
CCOC(=O)C1=C(C)Nc2nc(SC)nn2C1c1ccc(C(=O)OC)cc1 (stereo not drawn)	-0.1	-0.4
CC(C)(C)N1C(=O)[C@H]2[C@@H](c3ccc(Br)cc3)N3C(=O)N(c4cccc(Br)c4)C(=O)[C@@]3(Cc3ccccc3)[C@H]2C1=O	-0.6	14.7*
CCC(=O)OC1(C)C(=O)C=C2C=C(c3ccsc3)OC=C2C1=O (stereo not drawn)	0.0	1.7
O=C1c2cc(Cl)ccc2OC2(CCNCC2)C12CC(c1ccc(Cl)cc1)=NO2 (stereo not drawn)	-0.6	0.1
CC(=O)OCC1OC(OC2C[C@]3(C)C(CC(O)C4C([C@](C)(CCC=C(C)C)OC5OC(CO)C(O)C(O)C5O)CC[C@]43C)[C@@]3(C)CCC(O)C(C)(C)C23)C(O[C@@H]2OC(C)C(O)C(O)C2O)C(O)C1O (stereo partly drawn)	-2.0	2.0
CC(=O)Oc1ccc(C#C/C=C2\c3ccccc3C(=O)N2c2ccccc2)cc1	0.0	-3.7
Cc1cccc(NS(=O)(=O)c2cc3c4c(c2)CCN4C(=O)CC3)c1C	-0.5	0.8
CCN1C(=O)c2cccc3c(S(=O)(=O)Nc4nc(C)cs4)ccc1c23	1.9	1.7
COc1ccccc1-n1c(=S)[nH]c2c(sc(=S)n2-c2ccc(C)cc2C)c1=O	-0.6	2.2
O=C(C[C@H]1C[C@H](C(=O)N2CCCCC2)[C@@]2(CCc3ccccc3)c3[nH]c4ccc(Cl)cc4c3CCN2C1=O)NCCc1ccccn1	-0.7	-3.1
CCN1c2ccccc2NC2N=C(OC)C(c3ccccc3)C21 (stereo not drawn)	-2.8	-5.0
CCOc1ccc(CC(=O)C2C(=O)CCCC2=O)cc1OCC	0.0	-1.2
CSc1nc(N2CCN(Cc3ccc4c(c3)OCO4)CC2)c2ccccc2n1	-0.7	0.4
O=C(C[n+]1ccc(CCSc2ccc(F)cc2)cc1)c1ccccc1	0.1	1.1
C=CCn1c(=NC(=O)c2sc3ccccc3c2Cl)sc2cc(S(N)(=O)=O)ccc21	-0.4	-0.8
O=[N+]([O-])c1ccc(CSc2ccc(S(=O)(=O)N3CCCC3)cn2)cc1	-0.2	-0.4
C#CCOCCOCCOCCNc1nc(N2CCN(C(=O)CCCCCCCCCCNC(=O)[C@H]([C@@H](C)CC)n3cc(CCCCN=C(N)N)nn3)CC2)nc(N2CCN(C(=O)CCCCCCCCCCNC(=O)[C@H](CO)n3cc(CCCCCN)nn3)CC2)n1	-1.3	0.7
COc1cc(OC)cc(C(=O)Nc2ccc(-c3nc4ccccc4o3)c(O)c2)c1	-1.1	2.9
COc1ccccc1/C=C1\SC(=S)N(CCC(=O)NNC(=O)c2ccccc2O)C1=O	-0.6	1.0
Cc1nc(SCc2cccnc2)[nH]c(=O)c1C	-0.3	1.8

Entries of single compounds, quoted from the list. Screens in order: DAX1 inh | GAA850 FXN act
Entry for CCN1c2ccccc2NC2N=C(OC)C(c3ccccc3)C21 (stereo not drawn) = -2.8 | -5.0
Entry for Cc1nc(SCc2cccnc2)[nH]c(=O)c1C = -0.3 | 1.8
Entry for O=C(C[n+]1ccc(CCSc2ccc(F)cc2)cc1)c1ccccc1 = 0.1 | 1.1

Following part
SMILES	DAX1 inh	GAA850 FXN act
COc1ccc(C2/C=C\CN(C(=O)c3ccc(C)cc3)[C@H](Cc3ccccc3)C(=O)N2Cc2ccc(F)cc2)cc1 (stereo partly drawn)	-1.1	-6.1
Cc1ccc(C)c(NC(=O)C(Sc2ncnc3ccccc23)c2ccccc2)c1 (stereo not drawn)	-0.3	-3.2
O=[N+]([O-])c1ccc(Oc2ccc(S(=O)(=O)Nc3ccccc3)cc2)cc1	-3.2	-3.0
Cc1ccc2c(c1)c1c(n2CC(O)Cn2c(C)nc3ccccc32)/C(=N\O)CCC1 (stereo not drawn)	0.3	-0.5
CNC(CC(=O)c1ccc([N+](=O)[O-])cc1)C(Cl)(Cl)Cl (stereo not drawn)	0.7	1.7
